Siah-1 displacement – blockers of Siah-1 interaction with plectin peptide – biochemical, fluorescence polarization, rhodamine-plectin, uHTS, primary screen (AID 1817) | Siah-1 / rhodamine-plectin peptide fluorescence polarization; higher % means a stronger effect | displacement, % at 20 µM, or IC50 in µM where a hit was titrated | hit rate 0.02% among 290,000;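 active means displacement of at least 50% at 20 µM, with a fluorescence ratio check between 0.3 and a set limit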;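 further: plate controls were Siah plus tracer with DMSO for no effect and tracer alone without Siah for full effect; strong numbers were not always called active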
human PMI inhibition – inhibitors of human PMI, primary screen, biochemical, fluorescence intensity, coupled assay (AID 1209). purified PMI enzyme, coupled fluorescence intensity; higher % means a stronger effect. one-dose inhibition, % at 20 µM; IC50 in µM for titrated hits. hit rate 0.42% among 190,000;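 further: plate controls were DMSO vehicle for no effect and wells lacking substrate for full effect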
PMI inhibition – MPI inhibition at elevated mannose 6-phosphate – biochemical, fluorescence intensity, high mannose 6-phosphate, primary screen (AID 1220) | recombinant PMI enzyme, coupled fluorescence intensity; higher % means a stronger effect | inhibition, % at 20 µM; hits with a dose series show IC50 in µM | hit rate 0.66% among 190,000
Hep lipid drop – modulators of hepatic lipid droplet formation. inhibition, % at 6.5 µM. hit rate 0.4% among 240,000. AID 1656. AML12 mouse hepatocytes, oleate lipid droplets, BODIPY imaging;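 active means lipid droplet intensity inhibited by at least 50%, with more than 500 cells counted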
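Assay system: AML12 hepatocytes (mouse) / Also added: 100 µM oleic acid challenge / Times: overnight treatment with compound plus oleate / Detection: high-content imaging of BODIPY-stained droplets and DAPI nuclei / Evaluation: % inhibition of lipid droplet signal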
TNAP activation fold – stimulation of alkaline phosphatase TNAP activity – biochemical, luminescent, no phosphate acceptor, uHTS, primary screen (AID 1001); purified TNAP, luminescent activation assay, no phosphate acceptor; higher activation fold means a stronger effect; one-dose activation fold at 20 µM; EC50 in µM for titrated hits; hit rate 0.03% among 200,000; in the data active means activation fold from about 3, or a potency from the dose series; inactive means the rest, 99 in 100 with activation fold below about 1.6; further: many of its hits are not listed in these tables
P. falciparum M1AAP – malaria alanyl aminopeptidase activity blockers – biochemical, fluorogenic H-Leu-NHMec substrate, 1536-well (AID 1445) | recombinant M1AAP, H-Leu-NHMec fluorogenic kinetic assay; higher % means a stronger effect | one-dose inhibition, % at 30 µM; IC50 in µM for titrated hits | hit rate 0.42% among 220,000;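 active means primary inhibition above the hit cutoff, then over 50% inhibition at one or more dose response concentrations, cut at about 23% in these data, passing the limit was not always enough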;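 further: plate controls were DMSO full reaction for no effect and no enzyme background for full effect; strong numbers were not always called active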
UTI89 phage lysis – protection from phage-mediated lysis, alamar blue read-out – E. coli UTI89, K1F phage, bacterial capsule biogenesis inhibitors (AID 488966). inhibition, % at 100 µM; hits with a dose series show IC50 in µM. hit rate 0.02% among 340,000. E. coli UTI89 K1F phage lysis, alamar blue, 2 h; higher % means a stronger effect;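 active means phage lysis inhibition, versus mean bacterial control, above a set limit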;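 further: capsule biogenesis inhibitors block K1F phage lysis so surviving cells raise fluorescence; higher fluorescence means more inhibition of phage lysis; actives were called in the ten point dose series up to 300 µM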
XIAP displacement – small molecules displacing peptide from XIAP – biochemical, IAP family, fluorescence polarization (AID 1018) | XIAP BIR domain, fluorescence polarization peptide displacement; higher % means a stronger effect | displacement, % at 20 µM, or IC50 in µM where a hit was titrated | hit rate 0.007% among 200,000; in the data active means displacement above about 50%; further: a part of the inactive calls stands beside numbers as strong as those of hits
P. falciparum M17LAP – P. falciparum M17LAP inhibitors, primary screen, biochemical, fluorogenic H-Leu-NHMec substrate, 1536-well (AID 1619). recombinant M17LAP, H-Leu-NHMec fluorogenic kinetic assay; higher % means a stronger effect. inhibition, % at 30 µM, or IC50 in µM where a hit was titrated. hit rate 0.38% among 220,000;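 active means compound inhibiting the enzyme by more than half at any dose during confirmatory dose-response retesting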;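 further: plate controls were full reaction with DMSO carrier for no effect and no enzyme background for full effect; strong numbers were not always called active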
Hep lipid drop cells 6.5 µM – also measured in Hep lipid drop; calls as there; cell count; measured here: cell count, cytotoxicity flag;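 cells counted across two imaged fields per well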
* = called active by the depositor; · = not tested or not shown; [ ] = remark or other dose. Unless noted, no stated cut-off is given here; in the data, active means inhibition above about 50%; inactive means the rest. A portion of the library; the hit share may differ from the screen's.

Start of the data: the first 3 entries, to show the layout:
#1 CCc1c(C)nc(N)nc1N1N=C1SC
#2 CCC(CO)(C(=O)OC1C[N+]2(C)CCC1CC2)c1ccccc1 (stereo not given)
#3 CC(=NCc1ccco1)c1c(O)n(-c2ccc(Cl)cc2)c(=O)[nH]c1=O
compound no.	1	2	3
Siah-1 displacement	-3.7%	3.2%	1.8%
human PMI inhibition	6.8%	19.7%	·
PMI inhibition	-2.0%	12.5%	·
Hep lipid drop	0.0	13.5	2.7
Hep lipid drop cells 6.5 µM	767	739	711
TNAP activation fold	1.1	1.1	·
P. falciparum M1AAP	1.4%	6.9%	5.0%
UTI89 phage lysis	0.3%	0.1%	0.8%
XIAP displacement	-4.6%	-5.7%	·
P. falciparum M17LAP	1.3%	-0.5%	3.6%

The whole of this part, previewed entries included:
#1 CCc1c(C)nc(N)nc1N1N=C1SC
#2 CCC(CO)(C(=O)OC1C[N+]2(C)CCC1CC2)c1ccccc1 (stereo not given)
#3 CC(=NCc1ccco1)c1c(O)n(-c2ccc(Cl)cc2)c(=O)[nH]c1=O
#4 CCOC(=O)C(NC(=O)CC)(Nc1ccc(C(O)(C(=O)OCC)C(F)(F)F)cc1C)C(F)(F)F (stereo not given)
#5 O=C(C[N+]12CCN(CC1)CC2)NCCc1ccc(Cl)cc1Cl
compound no.	1	2	3	4	5
Siah-1 displacement	-3.7%	3.2%	1.8%	0.2%	-1.3%
human PMI inhibition	6.8%	19.7%	·	15.8%	0.5%
PMI inhibition	-2.0%	12.5%	·	12.6%	7.6%
Hep lipid drop	0.0	13.5	2.7	·	2.5
Hep lipid drop cells 6.5 µM	767	739	711	·	714
TNAP activation fold	1.1	1.1	·	1.1	1
P. falciparum M1AAP	1.4%	6.9%	5.0%	6.2%	-3.9%
UTI89 phage lysis	0.3%	0.1%	0.8%	0.4%	0.1%
XIAP displacement	-4.6%	-5.7%	·	-4.1%	-2.4%
P. falciparum M17LAP	1.3%	-0.5%	3.6%	1.2%	-4.8%

#6 COc1ccc(CCNC(C)CCc2ccc(OC)cc2)cc1 (stereo not given)
#7 Cc1sc2ncn(CC(=O)NCC(=O)N3CCC4(CC3)OCCO4)c(=O)c2c1C
#8 Cc1ccc(-n2c(O)c(C=Nc3ccc(S(=O)(=O)N(C)C)cc3)c(=O)[nH]c2=O)cc1
#9 O=c1[nH]c2ccccc2c(=O)n1-c1ccc(Cl)cc1Cl
#10 CCOC(=O)[C@@]1(C#N)[C@@H]2C=CC(C(N)=O)=CN2[C@@H](C(N)=O)[C@@H]1c1cccc(Cl)c1
compound no.	6	7	8	9	10
Siah-1 displacement	-1.8%	7.1%	3.1%	-4.2%	1.7%
human PMI inhibition	-1.4%	13.2%	-6.7%	-1.2%	33.5%
PMI inhibition	-3.3%	3.1%	-30.0%	5.7%	30.2%
Hep lipid drop	-20.6	22.6	11.2	4.5	-6.1
Hep lipid drop cells 6.5 µM	722	610	732	717	745
TNAP activation fold	1.1	1.1	1	1.1	1.1
P. falciparum M1AAP	2.8%	-6.6%	13.7%	2.0%	11.2%
UTI89 phage lysis	0.3%	0.6%	0.5%	-0.2%	-2.4%
XIAP displacement	-4.3%	-6.0%	-7.9%	-16.2%	-1.0%
P. falciparum M17LAP	7.9%	7.4%	-1.8%	-3.1%	-11.4%

#11 Cc1n[nH]c(C)c1CCN
#12 O=c1c2cc(Br)ccc2[nH]c(=S)n1-c1ccccc1
#13 C1CCC2S[C@H]3CCCCC3NC2C1 (stereo not given in full)
#14 CC(C(=O)N1CCC2(CC1)OCCO2)C1Sc2ccccc2NC1=O (stereo not given)
#15 O=C(Cc1ccccc1)NC(Cc1ccc(Cl)cc1)C(=O)O (stereo not given)
compound no.	11	12	13	14	15
Siah-1 displacement	5.0%	3.4%	9.4%	0.5%	12.8%
human PMI inhibition	-1.7%	-1.8%	·	4.8%	·
PMI inhibition	-4.9%	2.2%	·	6.8%	·
Hep lipid drop	·	-7.9	22.9	·	-12.7
Hep lipid drop cells 6.5 µM	·	705	776	·	696
TNAP activation fold	1.1	1.1	·	1.1	·
P. falciparum M1AAP	4.6%	0.0%	4.0%	3.2%	0.7%
UTI89 phage lysis	-0.2%	0.1%	-0.2%	0.8%	0.3%
XIAP displacement	1.0%	-9.5%	·	-1.2%	·
P. falciparum M17LAP	-2.2%	15.3%	4.0%	-3.3%	-4.2%

#16 CCN1C(=O)C(=C2C=C(C)N(Cc3ccco3)C(C)=C2)C(=O)N(CC)C1=S
#17 CCC(=O)O[C@@H]1[C@@H](OC(C)=O)[C@@]2(O)C(C[C@H](O)C2(C)C)[C@](C)(O)[C@H]2CC[C@@H]3[C@@H](O)[C@]12C[C@@]3(C)O (stereo not given in full)
#18 COc1ccc(N2C(=O)CC(N3CC=C(c4ccccc4)CC3)C2=O)cc1 (stereo not given)
#19 COCCCn1c(-c2ccc(OC)cc2)cc(C(=O)NC2CCCCCCC2)c1C
#20 O=c1[nH]c(=O)n(-c2cccc(Cl)c2)c(O)c1C=NCCN1CCCCC1
compound no.	16	17	18	19	20
Siah-1 displacement	15.0%	3.2%	6.3%	6.9%	-0.3%
human PMI inhibition	-7.5%	-15.3%	-1.4%	16.4%	-21.0%
PMI inhibition	-2.5%	-8.8%	-14.4%	2.1%	-12.2%
Hep lipid drop	10.1	-7.9	-1.0	-4.0	-8.0
Hep lipid drop cells 6.5 µM	619	752	655	596	694
TNAP activation fold	1.2	1.1	1.3	1.2	1
P. falciparum M1AAP	14.0%	9.0%	2.8%	-0.1%	-0.5%
UTI89 phage lysis	0.1%	1.4%	-8.6%	2.9%[50 µM]	0.1%
XIAP displacement	-2.5%	-3.3%	-1.3%	-6.2%	-7.8%
P. falciparum M17LAP	11.9%	9.1%	5.5%	3.2%	5.2%

#21 COc1ccc(-n2c(O)c(C=NCc3ccc4c(c3)OCO4)c(=O)[nH]c2=O)cc1
#22 COCC(C)OC(=O)c1c(N)n(Cc2ccco2)c2nc3ccccc3nc12 (stereo not given)
#23 CN1C(=O)NC(=O)[C@]2(Cc3ccccc3N3CCN(c4ccccc4)CC32)C1=O (stereo not given in full)
#24 CC(C)COC(=O)c1ccccc1C(=O)OCC(C)C
#25 CCC(C)n1c(C)cc(C(N)=O)c1C (stereo not given)
compound no.	21	22	23	24	25
Siah-1 displacement	12.8%	-3.5%	-1.7%	0.6%	0.2%
human PMI inhibition	·	-28.2%	-68.6%	·	11.5%
PMI inhibition	·	-32.5%	-108.2%	·	18.4%
Hep lipid drop	-7.9	6.6	-1.5	2.5	-2.1
Hep lipid drop cells 6.5 µM	670	726	787	770	687
TNAP activation fold	·	1	1.1	·	1.1
P. falciparum M1AAP	6.0%	17.3%	7.8%	-11.1%	6.9%
UTI89 phage lysis	0.5%	0.0%	0.5%	5.7%	0.6%
XIAP displacement	·	-2.8%	-2.4%	·	-9.8%
P. falciparum M17LAP	8.3%	-333.8%	7.7%	3.3%	0.8%

#26 O=C1/C(=C/c2ccc3c(c2)OCO3)N2CCC1CC2
#27 O=c1c2ccccc2nc(-c2ccco2)n1-c1ccc(Br)cc1
#28 O=C(CN1CC(c2ccccc2)CC1=O)Nc1ccc(F)cc1 (stereo not given)
#29 Cc1nn(Cc2ccccc2)c(Cl)c1C(=O)NC1CCCc2ccccc21 (stereo not given)
#30 CCOc1ccc(Br)c(C2(O)CC(C)N(C)CC2C)c1 (stereo not given)
compound no.	26	27	28	29	30
Siah-1 displacement	-3.0%	-1.4%	-1.8%	2.0%	-1.6%
human PMI inhibition	-2.4%	·	8.9%	18.8%	3.8%
PMI inhibition	-2.8%	·	9.2%	14.2%	-0.4%
Hep lipid drop	10.0	36.3	18.0	-1.4	-9.2
Hep lipid drop cells 6.5 µM	693	764	744	708	695
TNAP activation fold	1	·	1.1	1.1	1.1
P. falciparum M1AAP	6.5%	3.2%	0.0%	-5.4%	-1.4%
UTI89 phage lysis	-0.9%	0.7%	4.3%	0.0%	5.8%
XIAP displacement	-4.4%	·	-2.0%	-4.3%	-3.7%
P. falciparum M17LAP	19.8%	0.0%	-18.3%	-8.4%	-7.8%

#31 COc1cc(C=C2C(=O)NC(=O)NC2=O)ccc1OCc1ccc([N+](=O)[O-])cc1
#32 Cc1nn(Cc2ccccc2Cl)c(C)c1C(=O)NC1CCCc2ccccc21 (stereo not given)
#33 CSc1nnc([C@@H](N)Cc2ccccc2)o1
#34 O=C(CCCOc1ccc(Cl)cc1Cl)N1CCC2(CC1)OCCO2
#35 c1cncc(C2CCCCN2)c1 (stereo not given)
compound no.	31	32	33	34	35
Siah-1 displacement	2.9%	5.6%	3.7%	1.7%	0.9%
human PMI inhibition	-18.6%	9.0%	0.5%	6.9%	·
PMI inhibition	-16.7%	5.2%	-1.1%	6.1%	·
Hep lipid drop	2.7	-40.0	·	-27.7	-6.7
Hep lipid drop cells 6.5 µM	655	727	·	704	701
TNAP activation fold	1	1	1.1	1.1	·
P. falciparum M1AAP	3.7%	-2.6%	0.5%	1.1%	-3.4%
UTI89 phage lysis	0.1%	-0.6%[50 µM]	0.4%	2.8%	5.3%
XIAP displacement	-8.2%	-0.9%	-4.4%	-5.8%	·
P. falciparum M17LAP	-1.5%	9.2%	-0.5%	19.4%	-0.9%

#36 CCc1ccc(/C=C(/C#N)C(N)=S)cc1
#37 CCOC(=O)C1CCN(/C=C2\C(=O)NC(=S)N(CC)C2=O)CC1
#38 COc1ccc(CN2C(=O)CC(=O)NC2=S)cc1
#39 c1cncc(C2CCCCN2Cc2ccc3c(c2)OCO3)c1 (stereo not given)
#40 O=CC(Br)P(=O)(N1CCOCC1)N1CCOCC1 (stereo not given)
#41 Cc1ccc(S(=O)(=O)N(c2cc(Cl)c(O)c(Cl)c2)P(=O)(OC(C)C)OC(C)C)cc1
#42 COc1cc(C(=O)Nc2ccc(Br)cc2C(=O)c2ccccc2)cc(OC)c1OC
#43 CCC(=Nc1ccc(OC)cc1OC)c1c(O)n(C2CCCCC2)c(=O)[nH]c1=O
compound no.	36	37	38	39	40	41	42	43
Siah-1 displacement	7.1%	-2.2%	-3.8%	3.0%	-2.1%	19.1%	4.0%	4.8%
human PMI inhibition	7.7%	-2.7%	·	0.8%	·	-15.0%	4.8%	13.3%
PMI inhibition	6.3%	-3.2%	·	4.9%	·	-11.6%	-1.6%	4.4%
Hep lipid drop	-1.0	17.8	-0.2	·	2.5	-38.5	·	15.6
Hep lipid drop cells 6.5 µM	695	759	740	·	723	681	·	862
TNAP activation fold	1.3	1	1	1.2	·	1.1	1.1	1
P. falciparum M1AAP	-1.4%	14.0%	9.3%	6.0%	-7.4%	4.7%	2.4%	2.7%
UTI89 phage lysis	-5.4%	-0.5%	0.0%	1.1%	·	-0.1%	1.1%	0.1%
XIAP displacement	0.4%	-3.0%	-1.8%	2.0%	·	-7.9%	-4.3%	-6.2%
P. falciparum M17LAP	10.6%	27.6%	21.7%	2.4%	-2.1%	8.4%	1.4%	4.5%

Bioassay records (PubChem)
